ROS inducer – inducers of reactive oxygen species in cancer cells | U2OS ROS induction, H2DCF-DA fluorescence | ROS induction (% of piperlongumine), % at 10 µM | 46,000 compounds, 2% hits | AID 624156; in the data active = ROS induction above about 79%, passing the limit was not always enough;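 also: 0% = DMSO vehicle median and 100% = reference compound median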
* hit, by the source's call; & = joins results of further samples. Only part of the results is shown; the hit share may differ from the screen's.

SMILES	ROS inducer
Cc1noc(C)c1S(=O)(=O)Nc1ccc2c(c1)C(=O)N([C@@H](C)CO)C[C@H](C)[C@H](CN(C)Cc1ccc3c(c1)OCO3)O2	-3.2
C[C@H]1CN([C@@H](C)CO)C(=O)c2cccc(NC(=O)c3ccc(-c4nccs4)cc3)c2O[C@@H]1CN(C)C(=O)Nc1ccc(C(F)(F)F)cc1	2.9
O=C1C2C(c3ccccc3)C=CC(c3ccccc3)C2C(=O)N1C1CCCCC1 (stereo unspecified)	28.5
C[C@H](CO)N1C[C@H](C)[C@H](CN(C)Cc2ccc(C(F)(F)F)cc2)Oc2ccc(NS(=O)(=O)c3ccc(Cl)cc3)cc2C1=O	22.8
Cc1ccn2cc(CNS(=O)(=O)N(C)C)nc2c1	-10.0
O=C(Cn1c(NCCCO)nc2ccccc21)c1ccc(Cl)c(Cl)c1	1.7
C[C@H](CO)N1C[C@H](C)[C@H](CN(C)S(=O)(=O)c2ccc(Cl)cc2)Oc2ccc(N(C)C)cc2CC1=O	2.2
Cc1cc(C)nc(NS(=O)(=O)c2ccc(N)cc2)n1	-9.8&-6.8
COc1ccc(Cl)cc1NS(C)(=O)=O	-7.9
C[C@H](CO)N1C[C@H](C)[C@H](CN(C)Cc2ccc(C(F)(F)F)cc2)Oc2c(NC(=O)C3CC3)cccc2C1=O	7.8
COc1ccc(NC(=O)N(C)C[C@@H]2Oc3ccc(NC(=O)C4CCCCC4)cc3C(=O)N([C@H](C)CO)C[C@@H]2C)cc1	-0.4
c1ccc(CSc2nc3ccccc3n2Cc2ccccn2)cc1	9.2
NC(=O)CCCCC1CCSS1 (stereo unspecified)	4.7
C[C@H]1CN([C@@H](C)CO)C(=O)Cc2cc(NC(=O)c3ccncc3)ccc2O[C@@H]1CN(C)C(=O)Nc1ccc2c(c1)OCO2	8.6
C[C@H]1CN([C@@H](C)CO)C(=O)c2cc(NC(=O)Cc3cn(C)c4ccccc34)ccc2O[C@H]1CN(C)S(=O)(=O)c1cn(C)cn1	5.6
C[C@H]1CN([C@@H](C)CO)C(=O)c2cccc(NC(=O)c3nc4ccccc4s3)c2O[C@@H]1CN(C)S(=O)(=O)c1ccccc1	13.1
Cc1ccc(S(=O)(=O)Nc2ccc3c(c2)C(=O)N([C@H](C)CO)C[C@H](C)[C@H](CN(C)C(=O)Nc2ccccc2)OCCCC[C@@H](C)O3)cc1	49.4
O=C(Oc1ccccc1)c1cccc(COC(=O)c2cnccn2)c1	-12.6
CNC[C@H]1Oc2ccc(NC(=O)Nc3ccc(OC)cc3)cc2C(=O)N([C@@H](C)CO)C[C@H]1C	-8.4
Cc1cc(C)c(S(=O)(=O)N(CC(=O)Nc2ccc(C(N)=O)cc2)C2CCCCC2)c(C)c1	-1.4
C[C@H]1CN([C@@H](C)CO)C(=O)CCCn2cc(nn2)CO[C@@H]1CN(C)C(=O)Nc1ccc(N2CCCCC2)cc1	-9.0
C[C@H]1CN([C@@H](C)CO)C(=O)Cc2cc(NC(=O)c3ccncc3)ccc2O[C@H]1CN(C)Cc1ccccc1	-1.3
CC1CCN(C(=O)CSc2nc3cc4c(cc3c(=O)n2CCC2=CCCCC2)OCO4)CC1	-5.8
C[C@H](CO)N1C[C@H](C)[C@@H](CN(C)C(=O)Nc2ccc(F)cc2)Oc2ccc(N(C)C)cc2C1=O	-6.9
C[C@H](CO)N1C[C@H](C)[C@@H](CN(C)C(=O)Nc2ccc3c(c2)OCO3)Oc2ccc(NC(=O)Nc3ccc(C(F)(F)F)cc3)cc2C1=O	-3.0
New compounds follow.
SMILES	ROS inducer
COc1ccc(CN(C)C[C@@H]2Oc3c(NS(=O)(=O)c4cn(C)cn4)cccc3C(=O)N([C@H](C)CO)C[C@@H]2C)cc1	-17.7
C[C@@H]1CN([C@H](C)CO)C(=O)Cc2cc(NS(=O)(=O)c3cn(C)cn3)ccc2O[C@@H]1CN(C)CC1CCCCC1	1.5
O=C(CSc1nc2ccccc2c(=O)n1-c1ccc(Cl)cc1)Nc1cccc(Cl)c1	-6.9
COc1ccc(S(=O)(=O)N(C)C[C@H]2Oc3ccc(NC(=O)NC(C)C)cc3C(=O)N([C@H](C)CO)C[C@@H]2C)cc1	-15.1
O=C(NCc1ccccc1)C1CC1	63.0
Cc1noc(C)c1NC(=O)Nc1ccc2c(c1)CC(=O)N([C@@H](C)CO)C[C@H](C)[C@H](CN(C)S(=O)(=O)c1ccc(Cl)cc1)O2	-4.3
Cc1ccc(S(=O)(=O)Nc2cccc3c2O[C@@H](CN(C)Cc2ccncc2)[C@@H](C)CN([C@H](C)CO)C3=O)cc1	-10.3
C[C@H]1CN([C@@H](C)CO)C(=O)c2cc(NC(=O)Nc3ccccc3)ccc2O[C@H]1CN(C)Cc1ccc2c(c1)OCO2	12.8
C[C@H]1CN([C@@H](C)CO)C(=O)c2cccc(NC(=O)C3CCCCC3)c2O[C@H]1CN(C)C(=O)NC1CCCCC1	-0.6
CCc1ccc(C2=NNC(=O)CC2)cc1	-12.4
C[C@@H]1CN([C@H](C)CO)C(=O)c2cc(NC(=O)Nc3ccc(C(F)(F)F)cc3)ccc2O[C@H]1CN(C)Cc1ccncc1	12.7
COc1ccc(N(CC(=O)Nc2ccc(C)cc2C)S(C)(=O)=O)cc1	-1.9
COC(=O)c1cccc(NC(=O)COc2cc(C)ccc2C)c1	51.7
O=C(CSC1=Nc2ccccc2C2=NC(CC(=O)NCc3ccco3)C(=O)N12)NCc1ccco1 (stereo unspecified)	-9.8
C=CC1c2cc(O)c(OC)cc2CCN1Cc1cc2c(cc1Br)OCO2 (stereo unspecified)	4.8
NC(=O)C1(N2CCCCC2)CCN(CC(=O)Nc2ccc(Cl)cc2)CC1	-4.8
C[C@@H]1CN([C@H](C)CO)C(=O)c2cc(NS(=O)(=O)c3cccs3)ccc2O[C@H]1CN(C)Cc1ccc(-c2ccccc2)cc1	-0.7
CC(=O)OCC(Cc1ccccc1)NC(=O)C(Cc1ccccc1)NC(=O)c1ccccc1 (stereo unspecified)	12.6
Cc1ccc(S(=O)(=O)N(C)C[C@H]2Oc3c(NC(=O)c4cnccn4)cccc3C(=O)N([C@H](C)CO)C[C@@H]2C)cc1	-9.1
Cc1nccc2[nH]c(=O)c(C(=O)NCc3ccc(Cl)cc3)cc12	11.3
COc1cc2c(cc1OC)CN(C(=O)[C@@H]1[C@H]3C(=O)O[C@H](c4ccccc4)[C@H](c4ccccc4)N3[C@H](c3ccccc3OCCO)[C@@]13C(=O)Nc1ccc(C#CCCO)cc13)CC2	65.2
COC(=O)CNC(c1ccccc1)c1cc(Br)ccc1N=Cc1ccccc1O (stereo unspecified)	1.8
C[C@H]1CN([C@@H](C)CO)C(=O)c2cccc(NC(=O)NC3CCCCC3)c2O[C@@H]1CN(C)Cc1ccc(C(F)(F)F)cc1	18.3
CC(Sc1ncnc2sc3c(c12)CCCC3)C(=O)Nc1cc(C(F)(F)F)ccc1Cl (stereo unspecified)	1.0
C[C@@H]1CN([C@H](C)CO)C(=O)c2cccc(NS(=O)(=O)c3ccc(F)cc3)c2O[C@@H]1CN(C)S(=O)(=O)c1cccs1	-3.0

In the list so far, these contain a Cl atom.
SMILES	ROS inducer
C[C@H](CO)N1C[C@H](C)[C@H](CN(C)Cc2ccc(C(F)(F)F)cc2)Oc2ccc(NS(=O)(=O)c3ccc(Cl)cc3)cc2C1=O	22.8
O=C(Cn1c(NCCCO)nc2ccccc21)c1ccc(Cl)c(Cl)c1	1.7
C[C@H](CO)N1C[C@H](C)[C@H](CN(C)S(=O)(=O)c2ccc(Cl)cc2)Oc2ccc(N(C)C)cc2CC1=O	2.2
COc1ccc(Cl)cc1NS(C)(=O)=O	-7.9
O=C(CSc1nc2ccccc2c(=O)n1-c1ccc(Cl)cc1)Nc1cccc(Cl)c1	-6.9
Cc1noc(C)c1NC(=O)Nc1ccc2c(c1)CC(=O)N([C@@H](C)CO)C[C@H](C)[C@H](CN(C)S(=O)(=O)c1ccc(Cl)cc1)O2	-4.3
NC(=O)C1(N2CCCCC2)CCN(CC(=O)Nc2ccc(Cl)cc2)CC1	-4.8
Cc1nccc2[nH]c(=O)c(C(=O)NCc3ccc(Cl)cc3)cc12	11.3
CC(Sc1ncnc2sc3c(c12)CCCC3)C(=O)Nc1cc(C(F)(F)F)ccc1Cl (stereo unspecified)	1.0

(further entries)
SMILES	ROS inducer
O=C(Cc1ccccc1)Nc1c2c(nn1-c1ccc(Cl)cc1)CSC2	3.4
C[C@@H]1CN([C@H](C)CO)C(=O)Cc2cc(NC(=O)Nc3ccccc3)ccc2O[C@H]1CN(C)Cc1ccc2c(c1)OCO2	4.0
O[C@H]1C=C2CCN3Cc4cc5c(cc4C(C23)[C@@H]1O)OCO5 (stereo partly specified)	6.9
COc1ccccc1-n1c(SCC(=O)c2ccc(Cl)cc2)nc2ccccc2c1=O	11.2
CC(C)(C)c1cc(NC(=O)Nc2ccccc2)no1	0.9
COC(=O)COc1cccc(NC(=O)c2cc(OC)cc(OC)c2)c1	108.3*
C[C@H]1CN([C@@H](C)CO)C(=O)c2cc(NC(=O)Cn3cnnn3)ccc2O[C@@H]1CN(C)S(=O)(=O)c1cn(C)cn1	-25.4
O=C(Cc1ccccc1)SC1=NCCS1	1.8
C[C@H](CO)N1C[C@H](C)[C@H](CN(C)Cc2ccccc2)Oc2c(NC(=O)C3CCCCC3)cccc2C1=O	-6.6
C[C@@H]1CN([C@@H](C)CO)C(=O)c2cccc(NC(=O)C3CCCCC3)c2O[C@H]1CN(C)S(=O)(=O)c1cccs1	0.1
Clc1ccccc1CN1CCN(/N=C/C=C\c2ccco2)CC1	-5.0
C[C@H](CO)N1C[C@H](C)[C@H](CN(C)C(=O)Nc2ccc3c(c2)OCO3)Oc2ccc(NC(=O)Cc3cn(C)c4ccccc34)cc2C1=O	2.7
Cc1ccc(S(=O)(=O)Nc2ccc3c(c2)CC(=O)N([C@@H](C)CO)C[C@@H](C)[C@@H](CN(C)C(=O)Nc2ccccc2)O3)cc1	-2.2
O=C(CC1C(=O)NCCN1C(=O)Nc1ccccc1)Nc1cccc(C(F)(F)F)c1 (stereo unspecified)	5.4
COc1cc(C)c(C)cc1S(=O)(=O)N1CCCCC1c1cccnc1 (stereo unspecified)	-3.5
CC(C)NC(=O)Nc1ccc2c(c1)CC(=O)N([C@@H](C)CO)C[C@H](C)[C@@H](CN(C)Cc1ccc(C(F)(F)F)cc1)O2	8.6
Cc1noc(C)c1S(=O)(=O)Nc1ccc2c(c1)C(=O)N([C@H](C)CO)C[C@H](C)[C@@H](CN(C)Cc1ccc(C(F)(F)F)cc1)OCCCC[C@@H](C)O2	35.1
C[C@@H]1CN([C@@H](C)CO)C(=O)c2cc(NC(=O)CCN3CCOCC3)ccc2O[C@@H]1CN(C)S(C)(=O)=O	-3.4
Cn1c(=O)c2c(nc(SCC(=O)NC(C)(C)C)n2Cc2ccccc2F)n(C)c1=O	0.8
CCOC(=O)c1ccc(Nc2c(C(=O)OCC)cnc3ccccc23)cc1	98.6*
COc1ccc(S(=O)(=O)N2CCCCC2C)cc1 (stereo unspecified)	-2.2
COc1ccc(/C=C2\OC(=S)N(C)C2=O)cc1	-5.7
C[C@H]1CN([C@@H](C)CO)C(=O)c2cc(NC(=O)NC3CCCCC3)ccc2O[C@@H]1CN(C)Cc1ccccc1	13.4
C[C@@H]1CN([C@H](C)CO)C(=O)Cc2cc(NC(=O)Nc3cccc4ccccc34)ccc2O[C@H]1CN(C)S(=O)(=O)c1ccccc1	1.2
C[C@@H]1CN([C@H](C)CO)C(=O)c2cccc(NC(=O)c3nc4ccccc4s3)c2O[C@H]1CN(C)S(=O)(=O)c1cn(C)cn1	-8.8
Further results.
SMILES	ROS inducer
CC1CCN(c2c(S(=O)(=O)c3ccccc3)cnc3ccccc23)CC1	-17.9
COc1ccc(/C=N/NC(=O)c2ccccc2O)cc1OC	9.1
Cc1c(C)c(C)c(S(=O)(=O)N=C(N)N)c(C)c1C	-19.0
[N-]=[N+]=NCc1ccccc1C[C@]1(C(=O)N2CCOCC2)N=C(c2ccc(OCCCO)cc2)O[C@H]1c1ccccc1	45.0
C[C@H]1CN([C@@H](C)CO)C(=O)c2cccc(NS(=O)(=O)c3cccs3)c2O[C@@H]1CN(C)S(=O)(=O)c1cn(C)cn1	5.5
C[C@H](CO)N1C[C@H](C)[C@@H](CN(C)C(=O)Nc2ccccc2)Oc2c(NC(=O)C3CCOCC3)cccc2C1=O	-10.9
Cc1noc(C)c1S(=O)(=O)N(C)C[C@H]1Oc2ccc(NC(=O)CCCCCC(=O)Nc3ccccc3N)cc2CC(=O)N([C@@H](C)CO)C[C@@H]1C	-16.8
Cc1ccc(S(=O)(=O)Nc2ccc3c(c2)C(=O)N([C@H](C)CO)C[C@H](C)[C@H](CN(C)C(=O)CCC(F)(F)F)OCCCC[C@@H](C)O3)cc1	-4.9
COc1ccc(CN(C)C[C@H]2Oc3ccc(NC(=O)Nc4cccc5ccccc45)cc3CC(=O)N([C@@H](C)CO)C[C@H]2C)cc1	31.4
COc1cccc2c1OC1(C)C(C(=O)Nc3ccc(C)cc3C)C2NC(=S)N1c1ccc(F)cc1 (stereo unspecified)	3.8
O=C(NCc1ccco1)C1CC(c2ccc(Cl)c(Cl)c2)=NO1 (stereo unspecified)	21.7
Cc1noc(C)c1NC(=O)N(C)C[C@H]1Oc2c(NC(=O)c3nc4ccccc4s3)cccc2C(=O)N([C@H](C)CO)C[C@@H]1C	9.1
C[C@H](CO)N1C[C@H](C)[C@H](CN(C)Cc2ccccc2)OCc2cn(nn2)CCCC1=O	23.8
C[C@@H]1CN([C@@H](C)CO)C(=O)c2cccc(NS(=O)(=O)c3cccs3)c2O[C@@H]1CN(C)S(=O)(=O)c1ccc(F)cc1	-1.4
O=C(c1ccccc1)c1cc[n+](Cc2ccccn2)cc1	-1.0
C[C@@H]1CN([C@@H](C)CO)C(=O)c2cc(NC(=O)Nc3cccc4ccccc34)ccc2O[C@H]1CN(C)C(=O)Nc1cccc2ccccc12	12.2
COc1ccc(S(=O)(=O)Nc2cccc3c2O[C@@H](CN(C)CC2CCCCC2)[C@@H](C)CN([C@@H](C)CO)C3=O)cc1	-5.8
C[C@H](CO)N1C[C@H](C)[C@@H](CN(C)C(=O)Nc2ccc(F)cc2)Oc2c(NC(=O)Nc3ccc(F)cc3)cccc2C1=O	-8.6
O=C(C1CC1(c1ccccc1)c1ccccc1)N1CCCCC1 (stereo unspecified)	41.4
CNC[C@H]1Oc2c(NS(=O)(=O)c3ccc(C)cc3)cccc2C(=O)N([C@H](C)CO)C[C@H]1C	22.3

Bioassay records from PubChem BioAssay.
